Screening results from PubChem.
OXTR potentiate – human OXTR potentiators, primary screen, fluorescence, CHO-OTR cells, Fluo-8 calcium. Fluo-8 calcium fluorescence, potentiator mode; 0% = oxytocin EC15, 100% = EC100. activation, % at 3 µM. 320,000 compounds, 0.061% hits. Oxytocin receptor (Homo sapiens), P30559. AID 2445, 2010;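 active = activation above that plate's cutoff, the mean activation of tested compounds plus 3 SD, cut at about 6.6% in these data, passing the limit was not always enough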;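 also: 100% uses oxytocin at 75 nM as the full agonist control; some results filed as inactive read as strong as hits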
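Assay system: CHO-OTR cells, human receptor / Also added: oxytocin at about EC15, sub-maximal agonist stimulus / Dosing: single dose, 3.0 µM nominal final compound concentration / Incubation: 6 min pre-incubation, 100 s read / Technique: Fluo-8 calcium dye fluorescence / Read-out: % activation vs EC15 and EC100 oxytocin / Benchmarks: EC15 oxytocin low, 75 nM oxytocin high / Replicates: singlicate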
CHRM1 agonist – human M1 muscarinic receptor agonists, primary screen, Fluo-8 calcium fluorescence, CHO-K1 cells, HTS; activation, % at 3 µM; Muscarinic acetylcholine receptor M1 (Homo sapiens), P11229; 360,000 compounds, 0.33% hits; AID 588814, 2011; CHO-K1 hM1, agonist mode; 0% DMSO, 100% acetylcholine EC100;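 active = activation above the run's mean compound activation plus 3 SD, cut at about 16% in these data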;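 also: peak over basal fluorescence ratio within a 140 s kinetic read after compound addition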
M1 ag parental – counter-screen for M1 agonists: effect in parental CHO-K1 cells | Fluo-8 calcium fluorescence; scaled to maximal ATP response, vehicle zero | activation, % at 3 µM | 360,000 compounds, 0.48% hits | AID 602248, 2012; in the data active = activation above about 15%;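 also: untransfected CHO-K1 host cells lacking M1 receptor as counterscreen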
CHO-K1 Ca antag – counter-screen for M1 antagonists: effect in parental CHO-K1 cells | ATP-induced calcium, Fluo-8 fluorescence | inhibition, % at 3 µM | 360,000 compounds, 0.6% hits | AID 602250;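 active = inhibition above a per-plate cutoff, the plate's mean sample inhibition plus 3 SD, cut at about 24% in these data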;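 also: 0% = DMSO plus EC80 ATP and 100% = DMSO alone without ATP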
M1 PAM parental – nonselective calcium activators in parental CHO-K1 cells, primary screen, counter-screen for M1 PAM project, cell-based, Fluo-8 calcium fluorescence, full deck, 1536-well | ATP EC20; 0% at ATP EC20, 100% at ATP max | activation, % at 3 µM | 360,000 compounds, 0.02% hits;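 active = activation above the run cutoff, the mean activation of all test compounds plus 3 SD, cut at about 40% in these data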;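 also: peak over basal fluorescence ratio in a 140 s read after ATP addition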
TAAR1 agonist – human TAAR1 agonists, primary screen, Fluo-8 calcium fluorescence, CHO RD-HGA16 cells; Trace amine-associated receptor 1 (Homo sapiens), Q96RJ0; vehicle wells 0%, saturating PEA agonist 100%; activation, % at 3 µM; 360,000 compounds, 0.99% hits;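 active = activation above the mean activation of all test compounds in the run plus 3 SD, cut at about 38% in these data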
Target sequence (Q96RJ0 whole entry, looked up): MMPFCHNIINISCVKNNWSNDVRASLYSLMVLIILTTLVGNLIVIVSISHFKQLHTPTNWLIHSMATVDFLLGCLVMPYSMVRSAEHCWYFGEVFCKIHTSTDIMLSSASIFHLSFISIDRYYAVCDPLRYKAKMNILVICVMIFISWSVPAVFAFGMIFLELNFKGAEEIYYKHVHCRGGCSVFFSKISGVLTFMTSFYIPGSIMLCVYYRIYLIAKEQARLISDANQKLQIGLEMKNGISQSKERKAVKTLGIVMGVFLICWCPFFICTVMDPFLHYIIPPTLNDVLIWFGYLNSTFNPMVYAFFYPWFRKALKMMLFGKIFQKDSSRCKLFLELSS
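Assay system: CHO-derived RD-HGA16 cells with stable Gα16 and human TAAR1; timing: 17-24 h seeding, 75 min 37 °C dye, 30 min RT; read-out: % activation from peak over basal fluorescence ratio, DMSO-to-PEA scaled; measured by: kinetic Fluo-8 calcium fluorescence; benchmarks: low control DMSO, high control PEA (EC100); doses: 3 µM single concentration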
V1aR counter – agonists of human V1a receptor, primary screen, counter-screen for OXTR agonist project, fluorescence, CHO-V1R cells; Fluo-8 calcium fluorescence, agonist mode; 0% DMSO, 100% 3 nM vasopressin; activation, % at 3 µM; 320,000 compounds, 0.25% hits; Vasopressin V1a receptor (Homo sapiens), P37288;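 active = activation above the mean activation of all tested compounds plus 3 SD, per screening run, cut at about 20% in these data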;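 also: signal is peak over basal fluorescence ratio across a 100 second FLIPR read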
Target sequence (P37288 whole entry, looked up): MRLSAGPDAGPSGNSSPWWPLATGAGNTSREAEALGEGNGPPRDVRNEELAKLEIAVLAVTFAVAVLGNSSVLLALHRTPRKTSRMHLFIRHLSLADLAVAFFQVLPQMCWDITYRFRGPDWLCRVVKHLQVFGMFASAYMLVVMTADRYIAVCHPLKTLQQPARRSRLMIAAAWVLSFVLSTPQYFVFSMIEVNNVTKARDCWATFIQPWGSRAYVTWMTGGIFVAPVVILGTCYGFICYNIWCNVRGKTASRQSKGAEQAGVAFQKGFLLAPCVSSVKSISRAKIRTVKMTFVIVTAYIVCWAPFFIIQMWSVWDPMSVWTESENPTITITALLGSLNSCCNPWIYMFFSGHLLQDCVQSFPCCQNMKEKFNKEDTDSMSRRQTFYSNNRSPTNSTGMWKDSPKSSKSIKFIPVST
TAAR1 antag – human TAAR1 antagonists, primary screen, Fluo-8 calcium fluorescence, CHO RD-HGA16 cells | Trace amine-associated receptor 1 (Homo sapiens), Q96RJ0 | antagonist | inhibition, % at 3 µM | 360,000 compounds, 1.5% hits | AID 624466, 2012;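 active = inhibition above a per-plate cutoff, the mean inhibition of test compounds on that plate plus 3 SD, cut at about 49% in these data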;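 also: 0% = DMSO plus EC80 beta-PEA response and 100% = DMSO alone without agonist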
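Test system: RD-HGA16 CHO cells with stable hTAAR1 and Gα16 / Probe or stimulus: EC80 β-phenethylamine stimulus / Times: seeding 17-24 h prior, 75-min 37 °C, 30-min RT dye loading / Detection: Fluo-8 calcium-sensitive fluorescence / Read-out basis: % inhibition scaled between DMSO and EC80 PEA controls / Repeats: singlicate, one well per test compound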
CHO parental Ca – ATP-evoked calcium signal inhibitors, parental CHO, primary screen, counter-screen for OX1R antagonist project, cell-based, fluorescence, Fluo-8 calcium dye | 330,000 compounds, 0.63% hits | inhibition, % at 5.6 µM | parental CHO-K1, ATP-induced calcium, Fluo-8 fluorescence | AID 463079, 2010;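 active = inhibition above that plate's mean sample inhibition plus 3 SD, cut at about 26% in these data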;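 also: 0% = ATP-challenged DMSO wells and 100% = DMSO wells without ATP; some compounds past the cut are filed as inactive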
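Test system: untransfected parental CHO cell line; also added: ATP stimulus; dosing: 5.6 µM, single dose; signal: calcium-sensitive Fluo-8 fluorescence; measure: percent inhibition of ATP-evoked calcium rise, normalized to controls; benchmarks: low control ATP plus DMSO, high control DMSO only; replication: one well per compound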
* hit, by the source's call; nt = not tested or not shown. Random draw from the library, and some 3.3% of all compounds hit somewhere here.

Values run as follows: M1 PAM parental, OXTR potentiate, M1 ag parental, CHO parental Ca, TAAR1 agonist, CHRM1 agonist, CHO-K1 Ca antag, TAAR1 antag, V1aR counter
1) Cc1ccccc1-n1nnc2c(=O)oc3ccccc3c21
  8.0, -5.1, 0.5, 3.0, 8.8, -4.7, -7.8, -7.1, 0.9
2) Cc1c(C(=O)NCCC#N)sc(=O)n1Cc1ccc(C(=O)N(C)C)cc1
  -6.1, nt, -0.3, nt, 1.1, -0.8, 3.9, 9.4, nt
3) CCOC(=O)C1CCN(C(=O)C2c3ccccc3C(=O)N(C)C2c2ccc(OC)cc2)CC1 (configuration not stated)
  -6.8, -6.9, 3.3, -9.5, 16.3, 1.0, 14.8, 41.6, -0.1
4) S=C(NCCc1ccccc1)NC1CCCCCC1
  16.0, -11.5, 2.4, -2.8, 6.5, -5.4, -1.8, 12.6, 2.4
5) COCCN1C(=O)N(c2cccc(C)c2)C(=O)C1CC(=O)Nc1cc(OC)cc(OC)c1 (configuration not stated)
  -0.1, -7.3, 0.2, -9.5, 2.6, -6.8, 6.0, -9.0, -0.1
6) Cc1cccc(NC(=O)C2CCN(S(=O)(=O)c3cccc4cccnc34)CC2)c1
  -5.7, 2.4, 5.9, -9.4, 8.9, 0.1, 0.9, 32.8, 3.3
7) COC(=O)CC#N
  -12.9, -2.2, 0.7, -17.1, 0.3, -2.1, -3.9, 5.6, 0.6
8) O=c1c(Cc2ccccc2)c(O)nc2n1CCCS2
  12.2, -3.5, -0.5, 1.0, 10.1, -0.6, -7.9, -12.4, -0.7
9) O=C(Nc1ccc(NC(=O)c2cccs2)c(Cl)c1)c1cccs1
  13.0, -2.6, 3.6, 9.3, 6.7, -3.9, -14.5, 17.3, 3.8
10) Cc1ccccc1C(=O)c1cccn1CC(=O)N1CCCCCC1
  21.1, -7.3, 0.9, -23.3, 2.4, -4.7, -16.8, 8.1, -0.7
11) O=C1NC[C@H](Cc2ccc(O)cc2)N(C[C@@H]2CCCN2C[C@H](Cc2ccccc2)N2C[C@H](Cc3ccccc3)N(CCc3ccccc3)C(=O)C2=O)C1=O
  -0.3, nt, 0.2, nt, 0.3, nt, 15.9, 2.0, nt
12) Cc1ccc(-c2nn(-c3ccccc3)cc2NC(=O)c2ccccc2)cc1
  19.4, -9.5, 0.1, -19.1, -0.6, -5.6, -1.8, 24.6, 1.0
13) Clc1ccc(C=NC23CN4CN(CN(C4)C2)C3)cc1
  -3.6, -4.8, -0.1, -6.5, 6.0, 5.9, 15.9, -5.8, 0.7
14) O=C(CSc1nc(O)cc(=O)n1-c1ccccc1)Nc1ccccn1
  -0.6, -12.6, 0.4, 17.9, 7.8, -1.8, -8.6, -2.3, 0.0
15) O=C(CCCO)N/N=C/c1cc(Br)ccc1O
  14.4, -0.8, 0.3, -3.4, 1.7, -7.4, -3.6, 10.3, 1.2
16) Cc1ccc(N(CN2C(=O)c3ccccc3C2=O)C(=O)c2ccc([N+](=O)[O-])cc2[N+](=O)[O-])cc1
  20.8, -13.8, 0.1, -35.7, 0.1, -9.4, -6.3, -2.4, -1.9
17) CC(=O)Nc1cccc(-c2cc(-c3c(Cl)cccc3Cl)no2)c1
  14.1, -6.4, 3.1, -14.9, 14.3, -0.3, -17.4, 15.7, 2.2
18) COc1ccc(OC)c(S(=O)(=O)N2CCC3(CC2)OCCN3S(=O)(=O)c2ccccc2)c1
  -13.2, 0.3, 0.6, -24.9, 7.5, -1.8, -11.8, 12.0, 0.6
19) COc1ccc(C(=O)C2CCCN(C(=O)/C=C/c3cnc[nH]3)C2)c(C)c1 (configuration not stated)
  18.2, -5.7, 1.5, -6.7, 1.4, -4.2, -8.5, 3.3, -1.7
20) CCOC(=O)C1CCCN(C(=O)c2cc(=O)c3ccccc3o2)C1 (configuration not stated)
  21.8, -3.1, 1.1, -4.0, 0.4, -3.7, -12.2, -0.6, -0.3
21) O=C(Nc1ccc2c(c1)OCCO2)C(C1CC1)N1CCN(c2ccc(C(F)(F)F)cn2)CC1 (configuration not stated)
  8.7, nt, -0.5, nt, 0.2, -7.3, -11.1, -11.9, nt
22) CC(=O)Nc1cccc(NC(C)=O)n1
  10.9, 0.1, 0.1, -11.8, 7.0, -3.2, -8.9, 1.1, -0.1
23) COc1ccc(S(=O)(=O)N2CCC(C(=O)NCCC(=O)Nc3ccc(Cl)cc3)CC2)cc1
  -20.4, -4.7, 0.2, 6.5, 5.4, 1.1, 7.9, 17.8, 10.0
24) CCC(C)NC(=O)c1c(N)n(/N=C/c2cccnc2)c2nc3ccccc3nc12 (configuration not stated)
  -3.6, 0.8, -0.7, -9.1, 4.1, -0.6, 25.1*, 0.8, 0.4
25) Cc1cc(C(=O)N2CCN(C/C=C/c3ccccc3)CC2)no1
  -11.0, -8.2, 0.2, -8.5, -1.1, -4.2, 8.9, 4.5, 0.7
26) S=C(NCc1ccncc1)Nc1ccc(Cl)cc1
  19.2, -4.2, 2.4, -2.1, 3.3, -5.4, -5.6, 13.7, 6.6
27) COc1cc2[nH]c(=S)nc(NCCc3ccc(S(N)(=O)=O)cc3)c2cc1OC
  8.6, -4.3, -0.3, 2.2, 4.6, -7.1, -12.8, 9.9, 0.1
28) N#CCC(=O)NNC(=S)Nc1ccccc1C(F)(F)F
  -6.0, -2.1, 0.6, 12.2, 13.2, -5.5, -22.0, -2.6, 0.5
29) CCCN(CC(=O)Nc1ccccc1Br)CC(=O)Nc1ccc(F)c(F)c1F
  34.8, -6.1, 2.9, -17.9, 0.7, -12.1, -17.1, -9.4, 0.2
30) CCOC(=O)c1c(C)nc2c(c1-c1ccccc1)C(=O)CCC2
  19.9, -4.8, 0.9, -1.9, 11.9, -1.4, -10.4, 9.5, -1.1
31) Cc1ccc(S(=O)(=O)N2CCN(c3nc(CN4CCCC4)nc4sc(C)c(C)c34)CC2)cc1
  24.1, -3.1, 1.4, -26.8, 5.5, -5.8, -9.9, -3.6, -0.2
32) O=C(NCc1ccccc1Cl)C(=O)NCC1OCCN1S(=O)(=O)c1cccs1 (configuration not stated)
  10.8, -5.5, 13.1, -20.1, 0.8, -9.2, 9.1, 12.0, -0.3
33) O=C(NCC1COCCO1)c1cc(COc2c(F)cccc2F)on1 (configuration not stated)
  -1.1, -2.7, 0.5, -1.6, 0.0, -1.0, 4.5, -7.5, 0.0
34) COCC1CCN(C(=O)C2CCN(c3nc(-c4ccccc4)nc4c3CCC4)CC2)C1 (configuration not stated)
  14.2, -4.6, -0.4, -12.3, -1.4, -6.2, 9.1, -19.2, -1.2
35) Cc1cc(C)c(C(=O)COC(=O)c2cccc(S(=O)(=O)NCc3ccccc3)c2)cc1C
  -8.8, -10.3, -0.6, -3.3, 4.1, -5.1, 19.2, 33.8, 1.2
36) COc1cc2c(cc1OC)CN(C(=O)Nc1ccccc1)CC2
  8.0, -16.2, 0.4, 9.4, -1.2, -2.2, -8.4, -4.2, -0.1
37) Cc1cc(N2CCN(C(=O)c3ccco3)CC2)n2nc(-c3cccc(Cl)c3)cc2n1
  13.3, -4.6, -0.1, -23.1, 10.9, -1.3, 0.7, 11.5, -0.2
38) Cn1nc(C(F)(F)F)c(-c2cccc(C(F)(F)F)c2)c1NC(=O)c1nccnc1C(=O)O
  -2.5, 3.1, 0.8, 0.4, 4.8, -3.0, -5.3, -16.0, -0.7
39) Cc1cccc(C)c1OCC(=O)Nc1ccncc1
  8.7, -19.5, 6.3, 3.7, 4.0, 2.8, -6.6, 6.2, 6.7
40) CS(=O)(=O)N(CC(=O)N1CCCCCC1)c1cccc([N+](=O)[O-])c1
  -16.2, -14.1, 0.4, -11.3, 1.0, -4.5, -2.3, -10.3, 0.7
41) CCN1CCc2c(sc(NC(=O)C3CCCCC3)c2C(=O)OC)C1
  28.0, -5.7, 2.1, -5.5, 1.2, -4.9, -6.0, -21.4, 8.1
42) Cc1ccc(S(=O)(=O)NC(=O)N2CCCN(Cc3ccc(F)cc3)CC2)cc1
  12.7, -8.0, 3.3, 5.5, 0.3, -7.1, -2.5, -11.1, 6.5
43) CN(CCOc1ccc(Cl)cc1)C(=O)c1ccc2c(=O)n3c(nc2c1)CCC3
  16.3, 9.9, 1.9, -15.7, 2.4, -2.5, -10.0, -17.6, 6.9
44) O=C(Nc1ccccc1)N(CCc1ccncc1)C1CCCCC1
  -5.8, 0.3, -0.2, -1.5, 0.9, -6.8, -6.4, -2.3, -0.2
45) Cc1ccc(CCNC(=O)CCS(=O)(=O)c2ccc(Br)cc2)cc1
  20.7, -3.2, 0.4, -20.1, -0.7, -3.2, -8.7, -3.0, 0.2
46) COc1ccc2c(c1)C(C1C(=O)CCCC1=O)c1ccccc1O2 (configuration not stated)
  13.1, 2.2, 0.5, -12.1, 9.9, -1.5, -6.7, 26.8, 0.5
